From PubChem BioAssay
STAT3 blocker: IL-6 driven STAT3 reporter inhibitors, primary screen, U3A cells, luciferase, luminescence, MLSCN library; inhibition, % at 5.5 µM; 0.89% of 190,000 active; IL-6 STAT3-luciferase reporter; host cell line lacks STAT1;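 active = inhibition above the mean inhibition across all screened compounds plus 3 SD, cut at about 44% in these data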;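 note: 0% = DMSO only wells and 100% = 100 µM nifuroxazide control wells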
bIAP act: bovine intestinal alkaline phosphatase activators, primary screen, biochemical, bovine IAP, CDP-star luminescence; activation factor at 20 µM; purified bovine IAP, 30 min; hits give high values; fold of DMSO-control signal, blank-subtracted; 0.17% of 200,000 active; alkaline phosphatase, intestinal [Bos taurus];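 active = activation factor of 2 or more at 20 µM, a signal rise over negative controls twice the positive control's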
PPARg SRC2 recr: agonists of PPARg-SRC-2 recruitment, primary screen, biochemical, HTS. 0.34% of 200,000 active. Peroxisome proliferator-activated receptor gamma (Homo sapiens), P37231. PPARgamma LBD-SRC-2 recruitment. activation, % at 8 µM. AID 1032, 2008; in the data active = activation above about 22%;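 note: 0% = vehicle and 100% = reference agonist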
TR-FRET SRC-2 ct: TR-FRET signal artefacts, primary screen, artefact control for PPARgamma SRC-2 agonist project, biochemical | TR-FRET artefact counter-screen; hits give high values | TR-FRET ratio at 8 µM | 0.4% of 200,000 active | AID 1049, 2008; in the data active = TR-FRET ratio above about 2000; note: inactives centre near 1500
STAT3 activator: IL-6 driven STAT3 reporter potentiators, primary screen, U3A cells, luciferase, luminescence, MLSCN library | IL-6 STAT3-luciferase reporter; 100% = signal with IL-6 EC80 alone | activation (% of control), % at 5.6 µM | 0.91% of 190,000 active | AID 871, 2007;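 active = activation above the screen-wide mean of compound activation plus 3 SD, cut at about 130% in these data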;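 note: 0% = background luminescence of wells with medium and substrate only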
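Material: human STAT1-deficient U3A cells with stable STAT3-luciferase reporter / Probe or stimulus: IL-6 stimulus at 33 ng/mL final / Schedule: 1 h compound pre-exposure, 6 h IL-6 stimulation, 37 °C / Technique: luminescence / Read-out basis: percent of IL-6-only median luminescence / Control set: IL-6-only high control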
TNAP act hiacc: TNAP activators at high phosphate acceptor level, primary screen, biochemical, luminescence, uHTS; purified TNAP, CDP-star luminescence, 1 M DEA, 30 min; hits give high values; 0 = EDTA background, 1 = DMSO-only activity; activation factor at 20 µM; 200,000 tested, under 10 active; Alkaline phosphatase, tissue-nonspecific isozyme (Homo sapiens), P05186;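 active = activation factor at least 2 at 20 µM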
Target sequence (P05186 whole entry, looked up): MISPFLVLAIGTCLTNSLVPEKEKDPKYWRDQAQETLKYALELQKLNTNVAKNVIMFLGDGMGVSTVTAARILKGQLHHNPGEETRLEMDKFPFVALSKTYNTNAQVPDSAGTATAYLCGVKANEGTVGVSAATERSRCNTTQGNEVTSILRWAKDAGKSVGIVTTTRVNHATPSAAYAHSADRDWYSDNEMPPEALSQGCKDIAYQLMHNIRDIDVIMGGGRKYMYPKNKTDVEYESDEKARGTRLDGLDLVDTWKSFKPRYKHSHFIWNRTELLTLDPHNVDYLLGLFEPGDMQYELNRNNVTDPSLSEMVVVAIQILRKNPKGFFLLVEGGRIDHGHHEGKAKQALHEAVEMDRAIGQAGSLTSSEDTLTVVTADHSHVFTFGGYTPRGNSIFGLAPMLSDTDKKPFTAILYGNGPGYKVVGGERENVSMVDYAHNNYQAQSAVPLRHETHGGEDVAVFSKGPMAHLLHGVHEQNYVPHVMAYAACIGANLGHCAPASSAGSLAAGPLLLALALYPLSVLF
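Test system – human TNAP · Doses – 20 µM single point · Incubation – 30 min, room temperature · Signal – luminescent substrate turnover signal · Read-out basis – activation factor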
PPARg SRC3 recr: PPARgamma agonists recruiting SRC-3 coactivator, primary screen, biochemical | activation, % at 8 µM | biochemical PPARgamma/SRC-3 coactivator recruitment assay | Peroxisome proliferator-activated receptor gamma (Homo sapiens), P37231 | 0.26% of 200,000 active | AID 731, 2007; in the data active = activation above about 23%;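 note: 0% = DMSO and 100% = reference agonist; some compounds past the cut are filed as inactive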
bIAP inh: bovine intestinal alkaline phosphatase inhibitors, primary screen, selectivity assay for TNAP inhibitor project, biochemical, bovine IAP, CDP-star luminescence; alkaline phosphatase, intestinal [Bos taurus]; purified bovine IAP, 30 min; inhibition, % at 20 µM; 190,000 tested, under 10 active;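 active = over 50% inhibition of intestinal alkaline phosphatase at 20 µM in the single-dose screen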
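Assay system – bovine IAP enzyme · Quantity – bovine IAP at 1/65,000,000 final dilution · Detection – CDP-star luminescence signal · Times – 30 min reaction at room temperature · Also added – CDP-star substrate at 30 µM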
STAT1 blocker: STAT1 signaling inhibitors, primary screen, cell-based, HTS, luciferase reporter; AID 920, 2007; NIH 3T3 STAT1-luciferase reporter, IFN-gamma, luminescence; inhibition, % at 5.5 µM; 0.35% of 200,000 active;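 active = inhibition above a set limit, the mean inhibition across all tested compounds plus 3 SD, cut at about 34% in these data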;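 note: 0% = IFN-gamma with DMSO and 100% = IFN-gamma with 300 µM nifuroxazide; values of inactives mirror those of a sister screen read the other way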
PPARg SRC-1 ag: PPARgamma agonists recruiting SRC-1 coactivator, primary screen, biochemical; Peroxisome proliferator-activated receptor gamma (Homo sapiens), P37231; 0.41% of 200,000 active; PPARgamma-SRC-1 coactivator recruitment biochemical assay; AID 631, 2007; activation, % at 8 µM; in the data active = activation above about 19%;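 note: 0% = DMSO and 100% = reference agonist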
ROMK primary: ROMK potassium channel modulators, primary screen, cell-based, thallium flux, MLSMR library | ATP-sensitive inward rectifier potassium channel 1 (Homo sapiens), P48048 | Tet-inducible ROMK, thallium flux fluorescence; actives lie on both sides | B-score at 10 µM | 2% of 130,000 active | AID 1918, 2009;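 active = signal ratio slope over the read window, or its plate-corrected B-score, at least 3 SD from the plate mean, either direction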;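 note: B-score of the F/F0 ratio slope over 7 to 12 s after thallium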
Target sequence (P48048 whole entry, looked up): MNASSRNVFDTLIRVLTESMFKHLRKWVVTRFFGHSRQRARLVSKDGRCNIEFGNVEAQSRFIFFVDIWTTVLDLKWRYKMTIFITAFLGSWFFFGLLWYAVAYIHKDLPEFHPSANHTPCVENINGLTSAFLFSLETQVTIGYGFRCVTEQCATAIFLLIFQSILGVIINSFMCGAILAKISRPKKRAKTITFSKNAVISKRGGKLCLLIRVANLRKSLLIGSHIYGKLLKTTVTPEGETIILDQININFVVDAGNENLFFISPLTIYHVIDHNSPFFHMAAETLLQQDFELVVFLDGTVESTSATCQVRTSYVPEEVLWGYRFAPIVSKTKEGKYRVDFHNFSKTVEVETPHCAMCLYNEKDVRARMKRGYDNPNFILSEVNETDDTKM
Active calls of the source: *; nt = no result given.

SMILES	STAT3 blocker	bIAP act	PPARg SRC2 recr	TR-FRET SRC-2 ct	STAT3 activator	TNAP act hiacc	PPARg SRC3 recr	bIAP inh	STAT1 blocker	PPARg SRC-1 ag	ROMK primary
O=C(Nc1nncs1)c1ccccc1NS(=O)(=O)c1cccs1	0.3	0.9	-2.4	1510	102.5	1.1	3.4	6.9	-0.3	-4.1	-0.491
CC(=O)OCCn1c(=O)c2cc3c(=O)n(CCOC(C)=O)c(=O)c3cc2c1=O	5.6	0.9	2.5	1728	100.7	1.1	0.1	7.3	4.3	-0.9	nt
CCOc1ccccc1Nc1nnc(SCC(=O)Nc2cccc(S(=O)(=O)NC3=NCCCCC3)c2)s1	5.0	1	-2.2	1424	96.9	1.1	-4.5	-1.3	-1.0	-5.0	-2.23
COc1ccc(-c2cc(C(=O)N3CCN(Cc4ccccc4)CC3)no2)cc1OC	-4.6	1	6.2	1369	109.5	0.9	-2.6	-2.8	-8.8	-5.4	nt
O=C(NCc1ccccc1)c1c[nH]c2ccc(S(=O)(=O)Nc3ccc4c(c3)OCCO4)cc2c1=O	0.4	0.9	2.3	1438	103.4	1.1	0.8	5.4	4.0	1.4	0.868
CCOC(=O)c1c(-c2ccc(F)cc2)csc1NC(=O)C1CC=CCC1C(=O)O (stereo unspecified)	6.2	0.9	14.5	1707	102.2	1.1	2.0	7.0	3.5	11.9	1.85
Cc1nc2ccccc2n1S(=O)(=O)c1ccc(Br)cc1	-6.7	1	-6.0	1527	108.1	1	-1.8	-2.5	-6.6	-3.6	-0.968
O=C1CCC(=O)N1CNc1ccccn1	-3.9	0.9	-5.5	1402	104.1	1	-0.3	12.0	-3.7	-4.6	0.0901
COc1ccccc1N1CCN(CC(=O)N(CC(C)C)c2c(N)n(CC(C)C)c(=O)[nH]c2=O)CC1	7.7	1.1	-3.1	1481	95.6	1	0.2	-10.7	-3.6	1.3	0.0656
COc1ccccc1/C=C1\SC(=S)N(Nc2nc(C)cc(C)n2)C1=O	4.6	0.9	12.0	1656	100.2	1	3.2	8.6	2.6	14.8	nt
CCOC(=O)c1c[nH]n(-c2ccccc2)c1=O	11.5	1.1	2.1	1624	99.8	1	2.4	-5.5	-1.1	10.3	-0.221
CC(C)=CCN1CCN(Cc2ccc(C#CC(C)(C)O)s2)CC1CCO (stereo unspecified)	2.6	1.2	-0.6	1456	99.5	1.1	-2.1	-16.2	-0.3	4.0	-0.709
CC1(C)NC(=O)N(CCOCCOc2c(Cl)cc(Cl)cc2Cl)C1=O	8.3	1	12.5	1612	95.9	1.1	1.5	4.1	-2.1	1.8	nt
CCOC(=O)C1CCN(C(c2cc(OC)c(OC)c(OC)c2)c2sc3nc(C)nn3c2O)CC1 (stereo unspecified)	4.1	1	-0.8	1405	96.0	1	14.3	-2.0	-3.1	7.6	nt
Cc1ccccc1-c1c(C)oc2cc(O)ccc2c1=O	9.7	1	-1.6	1654	100.2	1	-14.6	1.0	4.5	9.9	nt
Cc1ccc(OCC(=O)N2CCCC(CCC(=O)N(C)CCc3ccccn3)C2)cc1 (stereo unspecified)	9.9	1	3.8	1604	96.3	1	1.6	4.3	3.1	6.1	-0.461
Cc1ccc(NC(=O)CC2S/C(=N/c3nccs3)N(C)C2=O)cc1C (stereo unspecified)	-1.6	0.9	-1.4	1300	98.8	1	-11.9	8.1	-4.5	0.2	-0.0594
O=C(O)c1nc(N2CCOCC2)nc(N2CCOCC2)n1	0.5	1.1	0.8	1537	102.8	1	1.7	-14.0	3.1	3.8	nt
Cc1ccc(C)c(NC(=O)CNS(=O)(=O)c2ccccc2)c1	-1.2	0.9	8.2	1565	102.8	1	15.7	6.4	4.0	9.9	nt
COc1cc(OC)c(NC(=O)CCNS(=O)(=O)c2cc(Br)cnc2N)cc1Cl	7.6	0.8	-7.0	1516	97.5	1.1	-3.1	21.6	0.6	3.1	nt
CC(Sc1cccc[n+]1[O-])C(=O)Nc1ccc([N+](=O)[O-])cc1Cl (stereo unspecified)	9.4	1	2.1	1738	94.1	1	-1.2	1.4	4.8	8.0	0.239
COc1cccc(/C=N/NC(=O)C(=O)NCc2ccco2)c1O	4.2	1.1	-3.4	1412	100.4	1	4.4	-6.7	0.9	0.6	nt
CNC(=O)C12CC3CC(CC(Cl)(C3)C1)C2	17.0	0.9	3.2	1362	88.2	1	1.4	10.0	7.9	0.0	0.375
Cn1c(=S)[nH]c(=O)c2ncc(=O)[nH]c21	11.1	1.1	1.8	1579	94.9	1.1	-1.4	-12.9	1.1	8.1	-0.157
OCCOCCOc1cccc2[nH]ccc12	2.5	0.9	1.1	1608	106.3	1.1	1.3	5.0	0.3	-2.1	-0.128

Given as labelled records: 2 of the compounds above
O=C(Nc1nncs1)c1ccccc1NS(=O)(=O)c1cccs1
  STAT3 blocker: 0.3; bIAP act: 0.9; PPARg SRC2 recr: -2.4; TR-FRET SRC-2 ct: 1510; STAT3 activator: 102.5; TNAP act hiacc: 1.1; PPARg SRC3 recr: 3.4; bIAP inh: 6.9; STAT1 blocker: -0.3; PPARg SRC-1 ag: -4.1; ROMK primary: -0.491

CC(=O)OCCn1c(=O)c2cc3c(=O)n(CCOC(C)=O)c(=O)c3cc2c1=O
  STAT3 blocker: 5.6; bIAP act: 0.9; PPARg SRC2 recr: 2.5; TR-FRET SRC-2 ct: 1728; STAT3 activator: 100.7; TNAP act hiacc: 1.1; PPARg SRC3 recr: 0.1; bIAP inh: 7.3; STAT1 blocker: 4.3; PPARg SRC-1 ag: -0.9; ROMK primary: nt

(continued)
SMILES	STAT3 blocker	bIAP act	PPARg SRC2 recr	TR-FRET SRC-2 ct	STAT3 activator	TNAP act hiacc	PPARg SRC3 recr	bIAP inh	STAT1 blocker	PPARg SRC-1 ag	ROMK primary
CCOc1ccc(CN=C(N)N=C(N)N)cc1Cl	9.6	0.8	5.3	1508	96.2	1.1	4.8	22.5	-2.9	-4.3	-0.312
O=C(CSc1ncccn1)NN=C1CCCCCC1	-6.0	1	5.8	1608	103.5	1	2.7	-1.1	-7.1	1.0	0.0198
O=C1N=C(N2CCN(c3ccccc3)CC2)S/C1=C/c1cccs1	-0.4	0.9	3.6	1480	103.1	1	-4.4	5.6	-3.7	1.1	nt
O=C(NCCOc1ccccc1)C(c1ccccc1)c1ccccc1	3.3	0.9	5.0	1450	103.4	1	3.0	9.8	-2.0	-0.2	0.862
CC(Oc1cc(Cl)ccc1Cl)C(=O)N/N=C\c1ccnn1C (stereo unspecified)	-15.6	0.9	10.2	1401	111.3	1	-3.5	5.5	4.6	5.1	-1.13
CC(C)N1CC(O)=C(c2ccccc2)C1=N	4.0	1	3.1	1532	100.3	1.1	1.0	4.4	-0.9	8.0	0.525
CCOC(=O)C1=C(c2ccccc2)NC(SC)=C(C#N)C1c1ccco1 (stereo unspecified)	15.3	0.8	-2.8	1632	93.3	1.1	3.3	16.3	14.3	3.4	-0.789
O=C(Cn1nc(-c2ccc(Cl)cc2)ccc1=O)NCCCN1CCN(Cc2ccccc2)CC1	6.9	1.1	10.2	1496	99.5	1	-1.4	-6.0	-7.5	6.7	nt
CCN(CC)C(=O)c1sc(NC(=O)Cc2ccccc2)c(C#N)c1C	-0.6	1.2	6.5	1659	101.3	1	2.8	-15.5	-0.2	0.0	nt
O=C(CN(Cc1ccco1)C(=O)c1nsc(Cl)c1Cl)NC1CCCCC1	-8.5	1.1	1.9	1400	109.4	1	2.9	-13.7	2.4	9.6	-0.352
COc1ccc(NC(=O)CCCn2c(=O)c3sccc3n(Cc3cccc(C)c3)c2=O)cc1	26.7	0.9	1.4	1433	82.6	1	-0.9	5.8	-4.9	-4.5	0.902
CC(C)COC(=O)C1C(=O)CC(C)(O)C(C(=O)OCC(C)C)C1c1cccnc1 (stereo unspecified)	-6.9	1	-7.3	1637	108.6	1	-5.0	2.4	6.2	8.4	nt
O=C(C(=O)N1CCc2ccccc2C1)c1cn(CC(=O)N2CCOCC2)c2ccccc12	-10.9	0.3	-0.2	1484	107.9	1	-0.2	nt	-8.8	-3.1	0.979
CCc1nc(N)c(C#N)c(-c2cccc3ccccc23)c1C	0.5	0.9	-3.3	1530	101.4	1.1	-0.4	7.5	0.8	1.6	nt
Cc1nn(CC(=O)NCc2ccccc2)c(C)c1[N+](=O)[O-]	7.2	1	-1.9	1433	103.7	1.1	-12.9	-3.5	0.8	-6.5	nt
CCOc1cccc(SCc2noc(C(=O)NC(C)C)c2C(=O)O)c1	-4.6	1	1.3	1604	104.8	1	5.3	2.6	-2.1	3.2	nt
Cc1ccc(C(C(=O)NC(C)(C)C)N(Cc2cccnc2)C(=O)C(=O)NC2CCCCC2)o1 (stereo unspecified)	8.1	1.1	11.1	1643	97.9	1	4.9	-8.3	-2.9	12.8	-0.388
O=C(NCCCNCc1ccccc1)c1ccc(/C=N/O)nc1	-1.8	1	1.9	1532	104.3	1	2.7	-4.2	-3.8	-1.8	nt
Cc1ccc(C(C)C)c(OCC(=O)Nc2ccccc2N2CCN(C)CC2)c1	-9.8	1.2	5.2	1468	110.5	1	-0.2	-15.1	5.8	7.9	-2.88*
Cc1occc1C(=O)Nc1ccc2c(c1)OCCO2	6.8	0.9	-10.7	1433	95.5	1	-8.2	13.4	-38.1	0.9	nt
C/C=C(\C)C(=O)NCCN1C2=NC[C@H](Cc3ccc(O)cc3)N2C[C@H]1Cc1ccc(O)cc1	nt	0.8	-2.2	1594	nt	1	1.2	17.8	0.6	-1.0	nt
CCOC(=O)c1cc(C(C)(C)C)oc1CN	3.9	0.9	-3.3	1548	100.4	1	-6.0	11.1	1.7	-4.7	-0.852
CN1CCS/C1=C\C=C1/SC(=S)N(CC(=O)O)C1=O	11.5	0.4	5.8	1733	91.4	0.6	8.7	nt	1.3	24.4*	nt
CCC(C)(NC(=O)c1ccccc1)C(=O)O (stereo unspecified)	11.5	1	5.0	1402	93.8	1.1	2.6	3.9	2.5	5.3	-0.781
COc1cccc(NC(=O)CN2CCN(c3ccc(F)cc3)CC2)c1	8.2	1	9.7	1654	97.5	1	-2.0	-0.1	-0.9	-2.8	nt
